Source: PubChem
TDP1 cell noCPT: qHTS for Inhibitors of human tyrosyl-DNA phosphodiesterase 1 (TDP1): qHTS in cells in absence of CPT; Potency, µM (doses to about 46.2 µM), for the others: at the top dose activity change, negative = growth inhibition, most hits filed as inhibitors; DT40 Tdp1-/- hTDP1 cells, no CPT, ATP luminescence, 48 h; 420,000 tested, 15% active; note: nearly all actives have a fitted effect of over 55% in size
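A cellular qHTS used chicken DT40 cells lacking endogenous Tdp1 but carrying stably transfected human TDP1. Compounds were applied without camptothecin, and cell growth kinetics were judged by ATP-dependent luminescence after ≥48 hr.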
TDP1 inh: blocks human tyrosyl-DNA phosphodiesterase 1. 350,000 tested, 0.28% active. Potency, µM (series often up to 130 µM), inactives show top-dose activity change, negative = inhibition, actives largely listed as inhibitors. recombinant TDP1, AlphaScreen DNA substrate cleavage. Q9NUW8; note: nearly all actives have a fitted effect of over 40% in size
Target sequence (Q9NUW8 whole entry, looked up): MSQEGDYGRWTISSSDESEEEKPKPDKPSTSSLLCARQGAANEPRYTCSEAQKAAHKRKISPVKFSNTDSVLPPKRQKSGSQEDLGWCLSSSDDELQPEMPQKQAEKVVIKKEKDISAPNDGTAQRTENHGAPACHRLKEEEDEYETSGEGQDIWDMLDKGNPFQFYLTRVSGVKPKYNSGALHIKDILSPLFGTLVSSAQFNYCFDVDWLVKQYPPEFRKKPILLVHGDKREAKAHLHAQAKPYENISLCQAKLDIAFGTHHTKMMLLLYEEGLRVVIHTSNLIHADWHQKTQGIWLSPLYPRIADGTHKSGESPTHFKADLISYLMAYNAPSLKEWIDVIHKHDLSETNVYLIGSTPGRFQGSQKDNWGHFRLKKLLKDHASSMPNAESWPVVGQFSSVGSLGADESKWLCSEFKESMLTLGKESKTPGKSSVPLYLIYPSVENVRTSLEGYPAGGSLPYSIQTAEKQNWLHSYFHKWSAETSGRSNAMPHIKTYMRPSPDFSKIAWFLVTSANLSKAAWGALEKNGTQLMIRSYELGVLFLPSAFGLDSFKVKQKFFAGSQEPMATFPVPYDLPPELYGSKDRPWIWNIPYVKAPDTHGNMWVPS
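Signal: AlphaScreen proximity between streptavidin donor and anti-FITC acceptor beads on intact substrate. Reaction: Tdp1 1 nM, substrate 15 nM final, 5 min RT after 15 min compound preincubation.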
N370S GC: inhibits or activates N370S mutant glucocerebrosidase; N370S GC spleen homogenate, 4MU-glucoside fluorescence; Potency, µM (doses to about 59.4 µM), for the others: at the highest dose activity change, negative = inhibition, hits mostly inhibitors; 330,000 tested, 0.092% active; AID 2101;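 note: 0% = full enzyme activity and -100% = no enzyme basal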
* marks the source's active call; other numbers are inactive results; & = joins results of further samples; [ ] = another dose, or the depositor's remark. Calls come from the whole dose curve; as a rule, active = well fitted curve in the direction sought with a large enough effect; inconclusive = small, poorly fitted or top-dose-only effect, or another doubt; inactive = no such curve, though single readings can be large; an effect the other way counts as inactive or inconclusive. Unless noted, % is set by controls: 0 for no effect and ±100 for the full control effect; potency is the fitted concentration of half-maximal effect.

Screening CCNC(=O)NC(=O)C(C)Sc1ccc2c(c1)OCCO2 (stereo not given) returned TDP1 cell noCPT -21%, TDP1 inh 5% and N370S GC -5%.
CCC(=O)Nc1nnc(S(=O)(=O)N2CCc3ccccc32)s1 was read as TDP1 cell noCPT -1%&9%, TDP1 inh 0% and N370S GC -6%.
Screening COc1ccccc1CC(=O)NCCc1ccc(S(N)(=O)=O)cc1 returned TDP1 cell noCPT -2%, TDP1 inh 0% and N370S GC 10%.
Screening CC(=O)Nc1ccccc1C(F)(F)F returned TDP1 cell noCPT 4%, TDP1 inh 0% and N370S GC 2%.
O=C(CSc1n[nH]c(-c2ccccc2Cl)n1)NCc1ccc(F)cc1 was read as TDP1 cell noCPT inconclusive and TDP1 inh 5%.
`COc1ccc(-c2nnc(SCC(=O)Nc3cccc(C(F)(F)F)c3)s2)cc1` gave TDP1 cell noCPT inconclusive and TDP1 inh 3%.
For O=C(CC(=O)Nc1ccccn1)Nc1ccccn1 the results were TDP1 cell noCPT 6%, TDP1 inh 0% and N370S GC 5%.
O=C(O)CCN1C(=O)c2ccc(NC(=O)CSCc3ccccc3)cc2C1=O was read as TDP1 cell noCPT -12%, TDP1 inh 1% and N370S GC 17%.
Screening CCC(=O)Nc1ccc(NC(=O)c2cc3ccccc3o2)cc1 returned TDP1 cell noCPT -18%, TDP1 inh -1% and N370S GC -23%[2.35 µM].
CCCS(=O)(=O)N1CCC(C(=O)NCCCN2CCC(Cc3ccccc3)CC2)CC1 was read as TDP1 cell noCPT -11%, TDP1 inh 7% and N370S GC 3%.
`CC(=O)COC(=O)CNC(=O)c1ccc(Br)cc1` gave TDP1 cell noCPT -11%, TDP1 inh -2% and N370S GC 8%.
Screening COc1ccc(OCCCC(=O)Nc2cccc(C(C)=O)c2)cc1 returned TDP1 cell noCPT inconclusive, TDP1 inh 3% and N370S GC 14%.
`O=C(CSc1nnc(-c2ccccc2O)o1)NC1CCCCC1` gave TDP1 cell noCPT -2%, TDP1 inh 3% and N370S GC -2%.
For COc1ccccc1Oc1ncnc2sccc12 the results were TDP1 cell noCPT 9%, TDP1 inh 4% and N370S GC -2%.
CSCCC1NC(=O)N(CC(=O)Nc2cccc(S(=O)(=O)N3CCCCCC3)c2)C1=O (stereo not given) was read as TDP1 cell noCPT inconclusive and TDP1 inh 1%.
For COc1ccc(CNC(=O)Nc2ccc([N+](=O)[O-])cc2)cc1 the results were TDP1 cell noCPT inconclusive, TDP1 inh 10% and N370S GC 8%.
For COc1ccc(NC2CCCN(C(=O)Cn3ccc(C)n3)C2)cc1OC (stereo not given) the results were TDP1 cell noCPT 0%, TDP1 inh 3% and N370S GC -1%.
COc1cc2oc3ccccc3c2cc1N(CC(=O)N1CCCCC1)S(=O)(=O)c1ccc(C)cc1 was read as TDP1 cell noCPT 23µM*, TDP1 inh 4% and N370S GC 24%.
`CCOc1ccc2[nH]c(=O)c(C(c3nnnn3CCOC)N3CCOCC3)cc2c1` (stereo not given) gave TDP1 cell noCPT 6%, TDP1 inh 4% and N370S GC 5%.
For CCN1CCC2(CCN(Cc3cn[nH]c3-c3ccc(OC)c(F)c3)C2)C1 (stereo not given) the results were TDP1 cell noCPT 3%, TDP1 inh 0% and N370S GC -3%.
Screening CSCC[C@H](N)C(=O)NCC1CCC(C(=O)Nc2ccc3c(c2)OCO3)CC1 (stereo not given in full) returned TDP1 cell noCPT -22% and N370S GC -1%.
Screening COC(=O)c1ccc(C(=O)OCc2nc3cc4ccccc4cc3[nH]2)cc1 returned TDP1 cell noCPT 4%, TDP1 inh 1% and N370S GC 31%.
Screening Cc1ccn2c(NC3CCCCC3)c(C(C)C)nc2c1 returned TDP1 cell noCPT -14%, TDP1 inh -2% and N370S GC 1%.
Screening CCc1ccc2nc(N3CCC(C(=O)O)CC3)sc2c1 returned TDP1 cell noCPT -19% and TDP1 inh 4%.
For COc1ccc2[nH]cc(CCn3ccc(O)c(C/C=C/c4ccccc4)c3=O)c2c1 the results were TDP1 cell noCPT 1%, TDP1 inh 5% and N370S GC 21%.
`COc1ccccc1C(=O)COC(=O)/C(=C/c1ccccc1)NC(C)=O` gave TDP1 cell noCPT 0%, TDP1 inh -1% and N370S GC -13%.
O=C(CNC(=O)c1ccccc1F)OCc1nc2ccc(Cl)cc2n1CCO was read as TDP1 cell noCPT -2% and TDP1 inh 2%.
Screening Cc1noc(C)c1CN(C(=S)NC1CC2CCC1C2)c1ccccc1 (stereo not given) returned TDP1 cell noCPT 23µM*, TDP1 inh -2% and N370S GC inconclusive.
For COc1cc(NC(=O)Cn2cnc3c2c(=O)n(C)c(=O)n3C)c(OC)cc1Cl the results were TDP1 cell noCPT -14% and TDP1 inh -11%[12.3 µM].
For COc1ccccc1CNC(=O)COc1cc(=O)n(C)c2ccccc12 the results were TDP1 cell noCPT inconclusive and TDP1 inh 7%.
CN1C(=O)C2CN(CCc3ccccc3)CNC2N(C)C1=O (stereo not given) was read as TDP1 cell noCPT -25%, TDP1 inh 0% and N370S GC -6%.
`CC(C)Oc1ccc(S(=O)(=O)N2CCOCC2)cc1NC(=O)Cc1cccs1` gave TDP1 cell noCPT inconclusive, TDP1 inh -3% and N370S GC -6%.
`Cc1ccc(OCC(=O)NNC(=O)C2CCC2)cc1C` gave TDP1 cell noCPT 9% and TDP1 inh 0%.
CC(C)c1ccc(C(=O)NCCCNC(=O)c2cnccn2)cc1 was read as TDP1 cell noCPT 17%, TDP1 inh 2% and N370S GC 1%.
CCCc1c(C)c(C#N)c2nc3ccccc3n2c1NCCCN1CCOCC1 was read as TDP1 cell noCPT inconclusive, TDP1 inh 6% and N370S GC 14%.
For CC1(C2CC2)NC(=O)N(CC(=O)Nc2ccccc2-c2ccccc2)C1=O (stereo not given) the results were TDP1 cell noCPT -18%, TDP1 inh 0% and N370S GC -4%.

Part of the list above in order of count of non-hydrogen atoms, smallest number first:
Screening CCc1ccc2nc(N3CCC(C(=O)O)CC3)sc2c1 returned TDP1 cell noCPT -19% and TDP1 inh 4%.
CN1C(=O)C2CN(CCc3ccccc3)CNC2N(C)C1=O (stereo not given) was read as TDP1 cell noCPT -25%, TDP1 inh 0% and N370S GC -6%.
CC(C)c1ccc(C(=O)NCCCNC(=O)c2cnccn2)cc1 was read as TDP1 cell noCPT 17%, TDP1 inh 2% and N370S GC 1%.
Screening Cc1noc(C)c1CN(C(=S)NC1CC2CCC1C2)c1ccccc1 (stereo not given) returned TDP1 cell noCPT 23µM*, TDP1 inh -2% and N370S GC inconclusive.
For COc1ccccc1CNC(=O)COc1cc(=O)n(C)c2ccccc12 the results were TDP1 cell noCPT inconclusive and TDP1 inh 7%.
For CC1(C2CC2)NC(=O)N(CC(=O)Nc2ccccc2-c2ccccc2)C1=O (stereo not given) the results were TDP1 cell noCPT -18%, TDP1 inh 0% and N370S GC -4%.
`CC(C)Oc1ccc(S(=O)(=O)N2CCOCC2)cc1NC(=O)Cc1cccs1` gave TDP1 cell noCPT inconclusive, TDP1 inh -3% and N370S GC -6%.
CCCc1c(C)c(C#N)c2nc3ccccc3n2c1NCCCN1CCOCC1 was read as TDP1 cell noCPT inconclusive, TDP1 inh 6% and N370S GC 14%.
For COc1ccc2[nH]cc(CCn3ccc(O)c(C/C=C/c4ccccc4)c3=O)c2c1 the results were TDP1 cell noCPT 1%, TDP1 inh 5% and N370S GC 21%.

Next entries
For CCOC(=O)c1cnc2ccc(OCC)cc2c1N1CCN(c2ccccc2OC)CC1 the results were TDP1 cell noCPT 12µM*, TDP1 inh 8% and N370S GC 17%.
For COc1ccccc1N1CCN(C(=O)c2cc(S(=O)(=O)N3CCOCC3)ccc2C)CC1 the results were TDP1 cell noCPT inconclusive, TDP1 inh -6% and N370S GC -19%.
`COc1cccc(-n2c(SCc3ccc(F)cc3)nc3c([nH]c4ccccc43)c2=O)c1` gave TDP1 cell noCPT inconclusive and TDP1 inh 5%.
For CC1(C)Cc2cccc(OCC(=O)N3CCN(c4ccccc4)CC3)c2O1 the results were TDP1 cell noCPT -5%, TDP1 inh 3% and N370S GC 3%.
Screening COc1cccc(SCC2CSc3nc4ccccc4c(=O)n32)c1 (stereo not given) returned TDP1 cell noCPT -13%, TDP1 inh 3% and N370S GC -12%.
CCOC(=O)CN(C(=O)CSc1nnnn1C)c1ccccc1 was read as TDP1 cell noCPT -6% and TDP1 inh 1%.
`c1ccc(-n2nnnc2NC2CCCCC2)cc1` gave TDP1 cell noCPT -16%, TDP1 inh 3% and N370S GC 4%.
O=C(COC(=O)c1cccnc1)c1ccc(Cl)c(Cl)c1 was read as TDP1 cell noCPT -19%, TDP1 inh 2% and N370S GC 4%.
For C=CCC1CCCCC12NC(=O)N(c1ccccc1)N2 (stereo not given) the results were TDP1 cell noCPT -27% and N370S GC -8%.
`CC(=O)c1ccc(NC(=O)CCc2nc3sc4c(c3c(=O)[nH]2)CCCC4)cc1` gave TDP1 cell noCPT inconclusive, TDP1 inh -1% and N370S GC 18%.
Screening CN(C)S(=O)(=O)c1cccc(NC(=O)c2ccc(S(=O)(=O)N3CCCC3)cc2)c1 returned TDP1 cell noCPT inconclusive, TDP1 inh 1% and N370S GC -5%.
`COc1ccc(NC(=O)CN2CCC(C(N)=O)CC2)cc1` gave TDP1 cell noCPT 24%, TDP1 inh 0% and N370S GC -13%.
COc1ccc2c([N+](=O)[O-])c(N3CCCC3)[nH]c2c1 was read as TDP1 cell noCPT 6% and N370S GC -6%.
For O=C(Cc1cn2ccsc2n1)Nc1cccc2cnccc12 the results were TDP1 cell noCPT 3%, TDP1 inh 4% and N370S GC -19%.
`CC(=O)c1cccc(S(=O)(=O)N2CCN(c3ccccc3F)CC2)c1` gave TDP1 cell noCPT inconclusive, TDP1 inh -3%&5% and N370S GC 4%.
`O=C(Nc1cccc2ccccc12)/C(=C/c1cccc([N+](=O)[O-])c1)NC(=O)c1cccs1` gave TDP1 cell noCPT inconclusive, TDP1 inh -1% and N370S GC 5%.
For COc1ccc(OC)c(NC(=O)CSc2nc3ccccc3c(=O)n2CCNC(C)=O)c1 the results were TDP1 cell noCPT -15%, TDP1 inh 2% and N370S GC 1%.
Cc1ccc(-c2nn(-c3ccccn3)c(=O)c3ccccc23)cc1C was read as TDP1 cell noCPT -14%, TDP1 inh 3% and N370S GC 12%.
For O=C(CSC1=NS(=O)(=O)c2cc(Cl)ccc2N1)Nc1cccc(F)c1 the results were TDP1 cell noCPT -3%, TDP1 inh 0% and N370S GC 8%.
CSCCC(NC(=O)CCC(=O)OCC(=O)[C@@]1(O)CCC2[C@@H]3CCC4=CC(=O)C=C[C@]4(C)C3[C@@H](O)C[C@@]21C)C(=O)O (stereo not given in full) was read as TDP1 cell noCPT -2% and N370S GC -3%.
For COc1ccc(N(C)S(=O)(=O)c2ccc3c(c2)CCC(=O)N3)cc1 the results were TDP1 cell noCPT -8%, TDP1 inh -11% and N370S GC -9%.
Screening CC1=C(C(=O)Nc2ccccc2)C(c2ccc(C)o2)n2ncnc2N1 (stereo not given) returned TDP1 cell noCPT -14%, TDP1 inh 3% and N370S GC 2%.
Screening CCN(c1ccccc1)S(=O)(=O)c1ccc(Oc2ccc(-n3ccnc3)cc2)nc1 returned TDP1 cell noCPT 8.2µM*, TDP1 inh -9% and N370S GC 6%.
CCOC(=O)c1c(NC(=O)c2ccco2)sc2c1CCCC2 was read as TDP1 cell noCPT inconclusive, TDP1 inh 0% and N370S GC 8%.

Ordered by SMILES length (largest number first): part of the list above.
`CC(=O)c1cccc(S(=O)(=O)N2CCN(c3ccccc3F)CC2)c1` gave TDP1 cell noCPT inconclusive, TDP1 inh -3%&5% and N370S GC 4%.
Screening CC1=C(C(=O)Nc2ccccc2)C(c2ccc(C)o2)n2ncnc2N1 (stereo not given) returned TDP1 cell noCPT -14%, TDP1 inh 3% and N370S GC 2%.
COc1ccc2c([N+](=O)[O-])c(N3CCCC3)[nH]c2c1 was read as TDP1 cell noCPT 6% and N370S GC -6%.

(next part)
For CC(=O)Nc1ccc(S(=O)(=O)N(Cc2cc3ccc(C)cc3[nH]c2=O)CC2CCCO2)cc1 (stereo not given) the results were TDP1 cell noCPT inconclusive, TDP1 inh 5% and N370S GC 0%.
CCCC(NC(=O)c1ccc(Br)o1)c1nc2ccccc2[nH]1 (stereo not given) was read as TDP1 cell noCPT inconclusive and TDP1 inh 0%.
`O=C(CSc1nc(-c2ccc(F)cc2)cc(C(F)(F)F)n1)NCc1ccco1` gave TDP1 cell noCPT inconclusive, TDP1 inh 2% and N370S GC 9%.
Screening CN1CCN(C(=O)C23CC4CC(C2)CC(c2ccccc2)(C4)C3)CC1 returned TDP1 cell noCPT inconclusive and N370S GC -17%.
`CC(=O)c1cccc(S(=O)(=O)N2CCC(c3nc4ccccc4[nH]3)CC2)c1` gave TDP1 cell noCPT -15%, TDP1 inh 0% and N370S GC 1%.
O=C(Nc1cccc(F)c1)c1ccc2c(c1)OCO2 was read as TDP1 cell noCPT inconclusive, TDP1 inh 1% and N370S GC 18%.

The list is partial; rates above refer to the full screens.
